# p53 reactivator: re-activators of mutant p53; H1299 p53-A138V BP100-luciferase reporter, luminescence, 24 h; Potency, µM (series often up to 92.2 µM), for the others: top-dose activity change, positive = activation, most hits filed as activators; 320,000 tested, 0.063% active; AID 504706; note: potency is the fitted concentration of half-maximal effect; % of control where 0% means no effect; nearly all actives have a fitted effect of over 45% in size
#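 p53-null H1299 cells stably carrying temperature-sensitive p53-A138V and a BP100-luciferase reporter were pinned with compounds (4-point, 1:5 series) and held 24 hrs at 37 deg C. Luminescence was read 10 min after detection reagent.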
# TRPV1 ag: agonists of human vanilloid receptor 1 (TRPV1). Q8NER1. TRPV1-expressing cells, Fluo-8 calcium influx, agonist mode. activation, % at 8.33 µM. 320,000 tested, 0.19% active. AID 540275; in the data active = activation above about 80%; inconclusive = between about 30% and that limit; note: 0% is about no effect
#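 TRPV1-expressing cells were cultured overnight at 35.5C and loaded with Fluo-8 calcium dye for 40 to 90 min at room temperature. After a 10 s baseline, compound was added and calcium influx was read kinetically for 3 min (ex 480/em 520 nm).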
# AT treatment: candidate therapy for ataxia-telangiectasia; […] A-T fibroblasts, KAP-1 phosphorylation AlphaLISA; neocarzinostatin DNA damage 30 min before lysis; Potency, µM (top dose mostly 57.5 µM), inactives show top-dose activation, most hits filed as activators; 320,000 tested, 0.19% active; AID 485349; note: potency is the fitted concentration of half-maximal effect; % of control where 0% means no effect; nearly all actives have a fitted effect of over 45% in size
#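 hTERT-immortalized A-T patient fibroblasts ([…]), 500 cells/well in OPTI-MEM, 1% FBS, got compounds for 60 min, then NCS for 30 min at 37C. Lysates were then assayed for phospho-KAP-1 by AlphaLISA (anti-pKAP1 donor, anti-KAP1 acceptor beads), 6 hr at 25C.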
# PTAP TSG101 blk: blocks PTAP/TSG101 interaction to inhibit HIV-1 budding | Q99816 | Potency, µM (highest dose often 115 µM), for the others: at the highest dose activity change, negative = inhibition, most hits filed as inhibitors | 340,000 tested, under 10 active | Fluorescence polarization, FITC-PTAP peptide / Tsg101 binding; active = well fitted inhibition curve with a large enough effect in the main read-out, with a control signal flat, not every such curve was filed as active; inconclusive = small, poorly fitted or top-dose-only effect, or effect the other way, or a change in a side signal; inactive = no such curve, though single readings can be large or run the other way; note: potency is the fitted concentration of half-maximal effect; % of control where 0% means no effect
# Target sequence (Q99816 whole entry, looked up): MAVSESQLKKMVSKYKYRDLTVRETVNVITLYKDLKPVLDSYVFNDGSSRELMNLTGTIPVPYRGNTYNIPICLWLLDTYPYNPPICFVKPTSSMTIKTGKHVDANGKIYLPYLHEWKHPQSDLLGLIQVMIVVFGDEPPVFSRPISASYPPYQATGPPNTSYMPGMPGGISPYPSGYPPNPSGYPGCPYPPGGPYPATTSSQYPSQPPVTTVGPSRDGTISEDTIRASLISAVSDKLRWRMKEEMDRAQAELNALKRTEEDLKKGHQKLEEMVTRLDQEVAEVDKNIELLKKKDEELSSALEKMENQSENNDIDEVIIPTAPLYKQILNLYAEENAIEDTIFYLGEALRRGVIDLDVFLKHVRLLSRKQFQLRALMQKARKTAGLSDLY
#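 Steps: Tsg101 binding domain dispensed (10 uM final), compounds pinned in DMSO, FITC-labeled PTAP-motif peptide added (50 nM final); after 20 min binding at room temperature, polarization measured.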
# a7 integrin act: integrin-mediated muscular dystrophy alleviation activation; alpha7betagal myoblasts, beta-gal FDG fluorescence, 48 h; Potency, µM (highest dose often 38.3 µM), for the others: top-dose activation, hits mostly activators; 350,000 tested, 0.064% active;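 note: potency is the fitted concentration of half-maximal effect; 100% = response of the positive control SU9516; nearly all actives have a fitted effect of over 60% in size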
#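 alpha7betagal+/- myoblasts (passage 13, 250/well) treated 48 h at 37C with compounds at 1:260 dilution of DMSO stock. Lysed, then beta-galactosidase activity read as FDG fluorescence (ex 480/em 540) after 30 min, with pre-read for autofluorescence.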
# ELG1 repair inh: inhibitors of ELG1-dependent DNA repair in HEK293T cells | HEK293T ELG1-luciferase reporter, luminescence, 16 h; DNA damage induced by 5-fluorouridine | Potency, µM (titrated, usually from 46.1 µM), for inactives: top-dose activity change, negative = inhibition, most hits filed as inhibitors | 330,000 tested, 2.3% active | AID 504467; note: potency is the fitted concentration of half-maximal effect; % is set by controls: 0 for no effect and ±100 for the full control effect; nearly all actives have a fitted effect of over 55% in size
#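 Cells (2,000 per well) received 5-fluorouridine plus test compound or DMSO and were incubated 16 hr at 37 °C, 5% CO2. Luciferase activity was read by luminescence 30 min after ONE-Glo addition; signal suppression marked inhibition of damage-induced ELG1 function.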
# BRCA1 expr act: activators of BRCA1 expression; MCF7-BRCA1-FFLuc reporter, luminescence, 48 h; response scale: scaled: vehicle 0%, 10 µM genistein 100%; Potency, µM (doses to about 46.1 µM), inactives show at the top dose activation, most hits filed as activators; 380,000 tested, 1.1% active; AID 624202; note: potency is the fitted concentration of half-maximal effect; nearly all actives have a fitted effect of over 80% in size; some results filed as inactive show a strong effect at the top dose
#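 Luminescence from a BRCA1-driven firefly luciferase in MCF7 cells was read after 48 h compound exposure at 37 C. Data normalized against DMSO and a 10microM genistein activation control, then curve-fitted across the titration.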
# B2AR arrestin: beta2AR (human) beta-arrestin recruitment activity; P07550; beta-arrestin recruitment to beta2AR, cell-based reporter; Potency, µM (top dose mostly 46.1 µM), inactives show at the highest dose activation, hits mostly activators; 330,000 tested, 0.02% active;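 note: potency is the fitted concentration of half-maximal effect; 0% = DMSO controls and full agonism = EC100 isoproterenol or metaproterenol; nearly all actives have a fitted effect of over 65% in size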
# Target sequence (P07550 whole entry, looked up): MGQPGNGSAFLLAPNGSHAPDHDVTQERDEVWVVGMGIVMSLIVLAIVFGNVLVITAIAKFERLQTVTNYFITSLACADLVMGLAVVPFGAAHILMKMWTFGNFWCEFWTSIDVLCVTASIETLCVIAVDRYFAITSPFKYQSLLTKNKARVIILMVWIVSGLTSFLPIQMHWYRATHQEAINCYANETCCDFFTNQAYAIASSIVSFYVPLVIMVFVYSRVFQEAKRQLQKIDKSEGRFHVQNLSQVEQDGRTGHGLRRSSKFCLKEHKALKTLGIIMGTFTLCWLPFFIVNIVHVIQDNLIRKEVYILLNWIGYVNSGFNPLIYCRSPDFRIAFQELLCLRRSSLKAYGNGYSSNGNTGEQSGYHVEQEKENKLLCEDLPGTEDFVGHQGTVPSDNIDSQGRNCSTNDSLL
# CXXC DNA block: blocks binding of human MLL CXXC domain to DNA; MLL-CXXC / FITC-HOXA9 DNA fluorescence polarization; Potency, µM (top dose mostly 115 µM), inactives show at the highest dose activity change, negative = inhibition, actives largely listed as inhibitors; 290,000 tested, 0.037% active; AID 2662; active = well fitted inhibition curve with a large enough effect in the polarisation, with a control signal flat, not every such curve was filed as active; inconclusive = small, poorly fitted or top-dose-only effect, or effect the other way, or a change in a side signal; inactive = no such curve, though single readings can be large or run the other way; the % refers to the polarisation; note: potency is the fitted concentration of half-maximal effect
#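 Fluorescence polarization: 7 uM MLL-CXXC (stock) preincubated 5 min with compounds, then 50 nM fluorescein-HOX-A9 DNA (stock) added; 30 min ambient. Buffer 50 mM Tris-HCl pH 7.5, 50 mM NaCl, 1 mM DTT, 0.05% BSA.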
# TCR activator: activates T cell receptor signaling | primary human leukocytes, anti-CD3, IL-2 HTRF, 48 h | Potency, µM (highest dose often 9.22 µM), without a hit: at the top dose activation of IL-2 secretion, hits mostly activators | 330,000 tested, under 10 active; note: % of control where 0% means no effect
#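 48 hr co-incubation of compounds, a-CD3 beads and primary human leukocytes; IL-2 quantified homogeneously by HTRF with anti-IL-2 K and d2 conjugates.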
# * hit, by the source's call; u = inconclusive; x = not tested or not shown; [ ] = another dose, or the depositor's remark. Unless noted, calls come from the whole dose curve; as a rule, active = well fitted curve in the direction sought with a large enough effect; inconclusive = small, poorly fitted or top-dose-only effect, or another doubt; inactive = no such curve, though single readings can be large; an effect the other way counts as inactive or inconclusive.
SMILES,p53 reactivator,TRPV1 ag,AT treatment,PTAP TSG101 blk,a7 integrin act,ELG1 repair inh,BRCA1 expr act,B2AR arrestin,CXXC DNA block,TCR activator
CC(C)NS(=O)(=O)c1ccc(CCC(=O)N2CCC(C(N)=O)CC2)cc1,-2%,-3,5%,-7%,-22%,u,-7%,0.1%,-27%,-4%
O=C(Cc1c(F)cccc1Cl)Nc1cccc(S(=O)(=O)NC2=NCCCCC2)c1,-7%,3,0%,-2%,-3%,4%,-4%,-0.5%,x,5%
COc1cccc(OCCCOc2ccc([N+](=O)[O-])cc2Cl)c1,26%,1,0%,-8%,9%,2%,30%,-1.2%,8%,4%
O=C(NCCCN1CCCC1=O)Nc1ccc(F)c(Cl)c1,u,0,-3%,-6%,-2%,u,u,-0.4%,2%,8%
CC1(C)O[C@@H]2[C@H](O1)[C@@H](COS(=O)(=O)O)O[C@H]2n1ccc(=O)[nH]c1=O,u,-6,-4%,x,28%,17%,-1%,0.1%,x,-7%
CSc1cccc(NC(=O)C2CCCN2S(=O)(=O)c2ccc3c(c2)CCC(=O)N3)c1 (centres undefined),4%,2,-2%,x,-16%,u,-1%,0.0%,-3%,x
CCN(CCn1cccn1)C(=O)CCc1nnc(C2CCCCC2)o1,12%,-4,-3%,-2%,-6%,u,12%,4.2%,-3%,1%
COc1ccc(NC(=O)CN(C)C(=O)c2cc(C)on2)cc1,1%,0,-6%,-2%,3%,-30%,1%,0.1%,x,-2%
Cc1cccc(C)c1NC(=O)c1cccc(N2C(=O)C3CCC(C)CC3C2=O)c1 (centres undefined),x,1,10%,x,22%,2%,-4%,0.5%,4%,-5%
Cc1ccccc1Nc1c([N+](=O)[O-])cncc1[N+](=O)[O-],7%,15,1%,0%,-15%,12%,-35%,-0.4%,-1%,3%
CCCN1Cc2cccc(C(=O)NCc3ccc4c(c3)OCO4)c2C1=O,0%,u,7%,-1%,18%,-13%,16%,-0.3%,-4%,3%
Cc1cccc(NC(=O)CCSc2ccccn2)c1,26%,2,5%,1%,12%,u,3%,2.5%,4%,-2%[46.1 µM]
COc1ccccc1CNC(=O)COC(=O)c1ccc(Cl)c(N)c1,0%,6,7%,-5%,20%,-4%,-9%,0.3%,9%,-2%
CC1=NN(C(C#N)c2ccccc2)C(c2ccccc2)C1 (centres undefined),5%,-7,3%,-4%,u,u,3%,-0.5%,0%,-1%
O=C(C1CCCO1)N(c1ccc(F)cc1)C1C=CS(=O)(=O)C1 (centres undefined),0%,3,6%,0%,19%,3%,-13%,0.2%,23%,5%
O=C(CN1CSCC1=O)N1CCN(S(=O)(=O)c2cccc(F)c2)CC1,9%,-4,5%,-5%,13%,8%,11%,-0.2%,x,-1%
CSc1nnc(-c2ccccc2N=Cc2c(C)[nH]n(-c3ccccc3)c2=O)c(=O)[nH]1,-1%,-2,4%,-1%,-7%,5%,-5%,-0.5%,-23%,2%
COc1ccc(Cl)cc1C(=O)CSc1nnnn1C1CCCC1,-1%,14,12%,-1%,0%,u,6%,-0.1%,15%,-1%
Cc1cc(C(C)(C)C)oc1C(=O)O,1%,-3,2%,-1%,-7%,14%,-3%,-0.8%,5%,-7%
O=C(O)c1cn(C2CC2)c2cc(N3CCN(S(=O)(=O)c4ccc5c(c4)OCCO5)CC3)c(F)cc2c1=O,-1%,1,0%,-11%,10%,u,-3%,-0.2%,-12%,3%
CC(C(=O)O)N1C(=O)C2C3CC(C2C1=O)C1C(c2ccccc2)c2sc(=O)[nH]c2SC31 (centres undefined),0%,0,-12%,-9%,14%,-5%,-17%,-0.9%,11%,2%[46.1 µM]
Cc1ccc(S(=O)(=O)NC(=O)COc2ccc([N+](=O)[O-])cc2)cc1,8%,2,-4%,-11%,7%,16%,-4%,3.9%,u,-1%
CCC(C)(C)NC(=O)CN(C(=O)CNS(=O)(=O)c1ccc(C)cc1)c1ccc2c(c1)OCCO2,-7%,16,5%,-3%,-16%[1.53 µM],-7%,-31%,-0.1%,2%,-4%
O=C(O)c1cccc(Nc2nc3ccccc3nc2NS(=O)(=O)c2ccccc2)c1,5%,x,13%,-1%,-4%,7%,-10%,0.1%,x,4%
Clc1cccc(CN2C3=NCCCN3c3ccccc32)c1,-9%,-1,-14%,-2%,-48%[inhibitor],-23%,-22%,-0.8%,-10%,5%
Cn1nc(C(C)(C)C)c(NC(=O)c2cccs2)c1C(C)(C)C,-3%,-1,1%,1%,28%,-7%,2%,0.3%,3%,-7%
CC(C)C[C@@H]1CN=C(N)N1C[C@@H]1CCCN1C[C@H](C)N1C[C@@H](Cc2ccccc2)N(CCCC2CCCC2)C1=N,-3%,x,0%,0%,12%,u,-2%,0.1%,x,-3%
COc1ccc(OC)c2[nH]c(=O)c(CCNC(=O)C(=O)c3c[nH]c4ccccc34)cc12,-4%,0,-2%,-3%,-11%,u,-56%,-0.1%,20%,-2%
O=C(Nc1ccccc1-c1ccccc1)c1cccc([N+](=O)[O-])c1,14%,-3,11%,0%,0%,u,45%,0.4%,6%,x
CCOc1ccccc1-n1c(COc2ccc(C)cc2)nnc1SCC(N)=O,-4%,4,7%,-1%,0%,1%,2%,-0.1%,-7%,4%

# Given with values under each structure: part of the list above
# Values run as follows: p53 reactivator	TRPV1 ag	AT treatment	PTAP TSG101 blk	a7 integrin act	ELG1 repair inh	BRCA1 expr act	B2AR arrestin	CXXC DNA block	TCR activator
O=C(Nc1ccccc1-c1ccccc1)c1cccc([N+](=O)[O-])c1
→ 14%	-3	11%	0%	0%	u	45%	0.4%	6%	x
CCOc1ccccc1-n1c(COc2ccc(C)cc2)nnc1SCC(N)=O
→ -4%	4	7%	-1%	0%	1%	2%	-0.1%	-7%	4%

# The list goes on.
SMILES,p53 reactivator,TRPV1 ag,AT treatment,PTAP TSG101 blk,a7 integrin act,ELG1 repair inh,BRCA1 expr act,B2AR arrestin,CXXC DNA block,TCR activator
CC1(N2CCCCC2)C(=O)c2ccccc2C1=O,-9%,0,-1%,0%,6%,14%,2%,-0.5%,-5%,-1%[46.1 µM]
CC(C)C(=NO)c1ccccc1,x,x,x,-3%,25%,x,-4%,x,x,1%
COc1ccc(NC(=O)C(CC(=O)O)Cc2ccc(Cl)cc2)cc1 (centres undefined),11%,-2,-5%,1%,28%,12%,18%,-0.5%,-8%,-2%
COC(=O)C[C@H]1c2ccccc2S(=O)(=O)N1Cc1ccc(OC)cc1,x,x,x,-5%,-2%,x,0%,x,x,-3%
CCOC(=O)C1=C(CC)OC(N)=C(C#N)C1c1cc(OC)ccc1OC (centres undefined),-1%,u,0%,-3%,-15%,-1%,6%,-0.4%,-11%,4%
Fc1ccc2[nH]c3c(NCCN4CCOCC4)ncnc3c2c1,-9%,-5,6%,-7%,-45%,u,-50%,-0.9%,-1%,x
O=C(c1ccc2nc(Cc3cccc(Cl)c3)oc2c1)N1CCC(O)CC1,1%,26,-1%,1%,38%,3%,9%,-0.3%,10%,2%
C/C(=N/NC(=O)c1nnn(-c2nonc2N)c1COc1ccccc1)c1ccccc1,6%,9,-9%,3%,-39%,24%,-18%,0.4%,2%,0%
Cc1ccc(NC(=O)CNc2cccc(S(=O)(=O)N3CCOCC3)c2)cc1F,-3%,8,-10%,-1%,-11%,u,-30%,0.2%,x,6%
O=C(Nc1ccccc1)c1cccc(N2C(=O)C3C4C=CC(C5CC45)C3C2=O)c1 (centres undefined),1%,17,7%,-4%,9%,u,-27%,0.0%,-2%,0%
CN(C)CCCN(C(=O)c1ccc2c(c1)OCCO2)c1nc2cc3c(cc2s1)OCO3,-16%,1,-4%,0%,19%,-9%,-3%,-0.1%,31%[activator],4%
CC(C)CNC(=O)CC(=O)NN=C1CCCC1,8%,3,5%,-2%,27%,8%,-3%,-0.4%,1%,8%
Nc1c(Cl)cc(Cl)cc1C(=O)OCC(=O)NC1CC1,1%,2,x,-4%,-12%,u,-7%,-0.8%,-2%,-1%
CCc1ccc(S(=O)(=O)NCCc2csc(-c3ccccc3)n2)s1,-8%,-1,6%,-12%,-1%,-12%,-45%,-0.2%,-2%,-6%
COCCN1CCC(CNCc2cn[nH]c2-c2ccc(C)c(C)c2)C1 (centres undefined),-2%,0,-4%,0%,-21%,-8%,-3%,0.0%,-4%,14%
CC(Sc1n[nH]c(=O)[nH]c1=O)C(=O)OCc1ccccc1 (centres undefined),x,-2,x,-6%,-9%,x,-16%,x,-2%,-73%
Cc1ccc(S(=O)(=O)N2CCOCC2)cc1NC(=O)COC(=O)c1n[nH]c(=O)c2ccccc12,3%,-1,2%,-1%,-7%,11%,3%,0.2%,0%,x
CNC(=O)C(=O)N/N=C/c1ccc(Br)cc1,9%,-1,0%,5%,14%,12%,32%,-0.1%,-5%,0%
Cc1ccc(-n2cccn2)c(CN2CCCC(C(=O)c3ccc4c(c3)OCO4)C2)c1 (centres undefined),-5%,0,4%,-1%,-7%,u,-3%,-1.5%,3%,x
